Insulin prom inh = TRM-6 insulin promoter activity inhibition; TRM-6 cells (human fetal islet line), insulin promoter-eGFP reporter, imaging; reporter expression induced with tamoxifen; inhibition, % at 2 µM; hit rate 0.9% among 130,000; AID 1273;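 active = inhibition above the mean plus 3 SD, with well images judged a real hit on visual review, cut at about 60% in these data, passing the limit was not always enough; inconclusive = inhibition over the cutoff but images rejected on review; inactive = inhibition not above the cutoff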
SDO1 yeast rescue = restores growth of sdo1-depleted yeast; S. cerevisiae sdo1-depleted JHY4D growth rescue, OD600 30 h; active compounds read high; pdr5 snq2 efflux-pump mutant strain; z-score at 10 µM; hit rate 0.21% among 140,000; AID 817;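 active = z-score above 3 at both the 24 hr and the 30 hr optical density reads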;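 note: z-score against mean and SD of all compound wells on the same plate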
SDO1 yeast rescue Rescue 24 h = second read-out of SDO1 yeast rescue, no call of its own (marks repeat the call); z-score; S. cerevisiae sdo1-depleted JHY4D growth rescue, OD600; measured here: growth rescue at 24 h;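 0 is the plate mean of compound wells and units are plate SD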
* hit, by the source's call; ? = inconclusive; . = no result given. Outcome played no part in choosing rows; any-hit rate near 0.99%.

SMILES	Insulin prom inh	SDO1 yeast rescue	SDO1 yeast rescue Rescue 24 h
COc1ccc(NC2=C(C(C)=O)C(c3ccc(N(C)C)cc3)C(C(C)=O)C(C)(O)C2)cc1 (stereo not drawn)	-105.9	.	.
Nc1nc(CN2CCN(C(=O)c3ccco3)CC2)nc(Nc2cccc(Cl)c2)n1	66.7	.	.
CN(CC(=O)Nc1sccc1C#N)C1CCCCC1	19.1	-0.87	0.24
Cc1ccc(C)c(C(=O)CSc2nnnn2C(C)C)c1	2.6	-1.28	-0.68
Cc1ccc(S(=O)(=O)NCC(C)NS(=O)(=O)c2ccc(C)cc2)cc1 (stereo not drawn)	17.2	0.61	-0.09
O=c1c2ccccc2[nH]c(=S)n1CCN1CCCC1	-83.3	.	.
CS(=O)(=O)N1CCN(c2nc3ccccc3s2)CC1	-36.4	0.99	1.76
O=C(COc1ccc(/C=N/NC(=O)c2cc3ccccc3o2)cc1Br)Nc1ccccc1	20.4	-1.96	-0.77
CCOC(=O)Cc1c(C)nc2c(-c3ccc(OC)cc3)c(C)nn2c1C	50.0	-0.76	-0.18
CCc1ccc(OCC(=O)N2c3ccccc3CCc3ccccc32)cc1	-18.2	-0.33	-0.72

Overlap with the part before: four entries, followed by the next part.
SMILES	Insulin prom inh	SDO1 yeast rescue	SDO1 yeast rescue Rescue 24 h
CS(=O)(=O)N1CCN(c2nc3ccccc3s2)CC1	-36.4	0.99	1.76
O=C(COc1ccc(/C=N/NC(=O)c2cc3ccccc3o2)cc1Br)Nc1ccccc1	20.4	-1.96	-0.77
CCOC(=O)Cc1c(C)nc2c(-c3ccc(OC)cc3)c(C)nn2c1C	50.0	-0.76	-0.18
CCc1ccc(OCC(=O)N2c3ccccc3CCc3ccccc32)cc1	-18.2	-0.33	-0.72
Cc1nn(C)c(C(=O)Nc2ccn(Cc3c(F)c(F)cc(F)c3F)n2)c1[N+](=O)[O-]	35.7	-0.54	0.27
CCOc1ccc(NC(=S)Nc2cc(OC)c(Cl)cc2OC)cc1	-20.0	-0.04	0.9
Cc1ccc(N2C(=O)CC(n3nc(C)cc3C)C2=O)cc1 (stereo not drawn)	40.0	0.14	-0.54
CC1(C)CC2(CC(C)(C(=O)CSc3nc4ccccc4s3)OC2=O)C(=O)O1 (stereo not drawn)	0.0	0.05	-0.52
COc1ccc(N(C)C(=O)CCS(=O)(=O)c2cccc3nonc23)c(OC)c1	-3.5	0.21	-0.23
CCCCN(CC)C(=O)CSc1cc(=O)n(C)c2ccccc12	11.4	-1.33	-1.26
O=C(CSc1nncn1-c1ccccn1)Nc1cccc(Cl)c1	50.0	.	.
CCn1c(O)c(N=NC(=O)CNc2ccc(C)cc2)c2ccccc21	-26.7	-1.15	-0.78
O=[N+]([O-])c1cccc(-n2nnnc2CN2CCCC2)c1	-27.3	.	.
O=C(COc1ccccc1Br)NC1CCCC1	-66.2	0.78	0.37
CCOc1ccccc1N1CCN(S(=O)(=O)c2ccc(F)c(F)c2)CC1	-72.7	0.05	0.14
COC(=O)c1ccc(OCC2c3cc(OC)c(OC)cc3CCN2C(=O)C2CC2)cc1 (stereo not drawn)	-60.0	0.24	1
O=C(Nc1ccccc1Oc1ccccc1)c1ccccc1F	2.0	-1.1	-0.61
N#CC1=C2C=CC=CN2CC1=O	.	-0.71	-1.37
CCOC(=O)c1sc(NC(=O)CSc2n[nH]c(-c3ccc(Cl)cc3Cl)n2)c(C#N)c1C	-45.7	0.03	0.72
Cc1ccc(/C=C/C(=O)NCc2ccccn2)o1	65.5*	0.45	0.41
Cc1ccc(S(=O)(=O)N2CC=C(c3ccc(F)cc3)CC2)cc1	-10.0	7.12*	3.23*
O=C(O)c1cccc(NC2=C(Cl)C(=O)c3ccccc3C2=O)c1	9.1	.	.
CN(/C=C/C(=O)C(F)(F)C(F)(F)F)Cc1ccccc1	25.0	-0.93	-0.45
Cc1ccc(SCC(=O)NN2C(=O)c3ccccc3C2=O)cc1	-7.7	.	.
C(=N\n1cnnc1SCc1ccccc1)/c1ccco1	-5.6	0.42	-0.01
Cn1c(CN2CCOCC2)c(C#N)c2ccccc21	15.6	-0.28	-0.83
O=C(CSc1oc(-c2ccccc2)nc1S(=O)(=O)c1ccc(F)cc1)NCC1CCCO1 (stereo not drawn)	25.0	-1.22	-1.5
COc1cccc(C2=NOC(C(=O)N3CCN(C(=O)c4ccco4)CC3)C2)c1 (stereo not drawn)	.	-0.5	-0.9
Cc1ccc(NC(=O)COC(=O)C2=COCCO2)cc1	3.2	-0.06	0.5
COc1cc(NC(=O)C2CCN(S(=O)(=O)c3cccnc3)CC2)cc(OC)c1OC	-3.5	-0.04	0.39
CC(=O)Nc1cnc(NC(=O)c2cccc(F)c2)cc1C	7.9	1.46	1.1
Cc1ccc(-c2ccc(=O)n(CCC(=O)NCc3ccccn3)n2)cc1	-18.5	0.6	-0.25
COc1ccc(/C=N/N=C/c2c[nH]c(=O)c(C#N)c2Nc2ccccc2)cc1	.	0.94	0.6
COc1ccc(C(=O)Nn2c(SCC(=O)c3ccc(Cl)cc3)nc3ccccc3c2=O)cc1	82.9*	0.13	0.29
CC(Oc1ccc(Cl)cc1)c1ccn[nH]1 (stereo not drawn)	-20.0	.	.
COc1cccc(C2CC(c3c(F)cccc3Cl)n3nc(N)nc3N2)c1 (stereo not drawn)	1.9	0.76	1.21
O=C(CCCc1ccccc1)Nc1cccc2c1CCCC2	-13.3	-1.11	0.28
Cc1ccc2nc(CSc3nc(C)ccc3C#N)[nH]c2c1	46.7	-2.11	-1.31
CCCCCCCCS(=O)c1sc2nc3c(cc2c1N)CCCC3 (stereo not drawn)	50.0	-1.36	-0.73
CC(C)(C)C1CCC(=NNC(=O)c2ccc(Br)o2)CC1 (stereo not drawn)	-92.9	2.16	1.13
O=C(Nc1cccc(F)c1)c1ccc(Br)o1	-27.3	0.42	0.11
Cc1cc([N+](=O)[O-])ccc1NC(=O)CSc1nccc(=O)[nH]1	38.1	.	.
CN1CCC(OC(c2ccccc2)c2ccccc2)CC1	-45.5	-0.46	-1.38
Cc1noc(C)c1S(=O)(=O)N1CCN(c2ccccc2)CC1	.	0.02	-0.37

Among those listed so far, these have a nitro group on carbon:
SMILES	Insulin prom inh	SDO1 yeast rescue	SDO1 yeast rescue Rescue 24 h
Cc1nn(C)c(C(=O)Nc2ccn(Cc3c(F)c(F)cc(F)c3F)n2)c1[N+](=O)[O-]	35.7	-0.54	0.27
O=[N+]([O-])c1cccc(-n2nnnc2CN2CCCC2)c1	-27.3	.	.
Cc1cc([N+](=O)[O-])ccc1NC(=O)CSc1nccc(=O)[nH]1	38.1	.	.

More entries follow:
SMILES	Insulin prom inh	SDO1 yeast rescue	SDO1 yeast rescue Rescue 24 h
CCOC(=O)c1[nH]c2ccc(OCC)cc2c1NC(=O)CN1CCN(c2ccccn2)CC1	.	-1.02	-0.23
CC(Oc1ccc(F)cc1F)C(=O)/C=C/N(C)C (stereo not drawn)	.	-0.04	-0.53
Cn1c(SCC(=O)c2ccc(F)cc2)nnc1-c1cccnc1	33.3	.	.
Cn1nccc1C(=O)Nc1ccc(Cl)cc1	-20.0	1.23	0.87
OCCNc1nc(-c2ccccc2)c2cc(Cl)ccc2n1	-4.3	.	.
Cc1cc(-n2nc(C)cc2C)n2nc(C)c(-c3ccc(Cl)cc3)c2n1	-453.3	0.08	0.04
COc1ccc(-c2[nH]c(-c3ccc(SC)cc3)nc2SCC(=O)Nc2nccs2)cc1	36.0	-1.14	-0.33
CCc1noc(C)c1C(=O)Nc1ncc(C)s1	9.5	0.31	-0.18
COc1ccc(CNC(=O)CCc2c(C)nc3ncnn3c2C)cc1	.	1	0.09
C/C(=C/C(=O)Nc1cccc(F)c1)N1CCCC1	15.4	.	.
O=C(CSc1nnc(CNC(=O)c2ccco2)o1)c1ccc(Cl)cc1	7.9	0.11	0
Cc1ccc(C(=O)OCC(=O)Nc2cccc(S(=O)(=O)NC3=NCCCCC3)c2)c(C)c1	27.3	.	.
O=C(CN1C(=O)c2ccccc2C1=O)Nc1sc2c(c1C(=O)NCc1ccco1)CCCC2	92.3*	0.09	-0.37
CCCc1cc(=O)[nH]c(/N=C(\N)Nc2ccccc2)n1	-20.0	0.41	0.8
O=C(NCc1ccc2c(c1)OCO2)c1ccc(-n2cnnn2)cc1	.	0.45	-0.24
Cc1ccc(C)c(Cn2c(=O)n(CCCC(=O)NCc3ccco3)c(=O)c3sccc32)c1	-9.7	-1.67	-1.46
CCOc1ccc(C(=O)OCC(=O)Nc2nc(OC)cc(OC)n2)cc1OCC	?	-1.66	-0.72
COc1ccc(C(=O)NNC(=O)c2ccc(C(C)(C)C)cc2)cc1	-40.7	.	.
CCC(C)n1c(SCc2ccccc2)nc2ccsc2c1=O (stereo not drawn)	-11.8	0.14	0.36
Cc1cc(C)cc(CC2CC(=O)N(c3cc(C)on3)C2=O)c1 (stereo not drawn)	-5.6	0.32	-0.26
O=C(CCn1c(SCC(=O)c2ccccc2)nc2ccccc2c1=O)NCc1ccc(F)cc1	-5.7	0.07	1.5
CCOC(=O)CSc1nc2ccc(N)cc2s1	48.4	0.18	-0.13
COCCNc1nc2c(S(=O)(=O)c3cc(C)ccc3C)nnn2c2ccccc12	-71.4	.	.
CCOC(=O)CCc1cccc2c1CCC2=O	42.9	0.96	1.09
CCC(C)Sc1nc2c(c(=O)[nH]c(=O)n2C)n1C (stereo not drawn)	-7.7	-0.34	-1.31
COC(=O)c1c(/N=C/NOCc2ccc(Cl)cc2)sc2c1CCN(c1ncc(C(F)(F)F)cc1Cl)C2	33.3	-0.05	-1.01
COc1ccccc1NC(=O)C1=C(C)NC2=C(C(=O)CCC2)C1c1ccc2c(c1)OCO2 (stereo not drawn)	.	0.58	0.53
O=C(O)CCC(=O)c1c[nH]c2ccccc12	-29.0	-0.34	-0.49
Cc1cccc(N2CCN(C(=O)CSCc3c(C)noc3C)CC2)c1C	-11.4	-0.8	-0.71
Cn1c(=O)cc(OCC(=O)NCCCN2CCN(Cc3ccccc3)CC2)c2ccccc21	.	0.77	-0.37

Shown as a hit in Insulin prom inh, among the entries above:
SMILES	Insulin prom inh	SDO1 yeast rescue	SDO1 yeast rescue Rescue 24 h
Cc1ccc(/C=C/C(=O)NCc2ccccn2)o1	65.5*	0.45	0.41
COc1ccc(C(=O)Nn2c(SCC(=O)c3ccc(Cl)cc3)nc3ccccc3c2=O)cc1	82.9*	0.13	0.29
O=C(CN1C(=O)c2ccccc2C1=O)Nc1sc2c(c1C(=O)NCc1ccco1)CCCC2	92.3*	0.09	-0.37

(cont.)
SMILES	Insulin prom inh	SDO1 yeast rescue	SDO1 yeast rescue Rescue 24 h
CCN(c1ccc(OCC(=O)OCC(=O)Nc2ccc(F)c(F)c2F)cc1)S(=O)(=O)c1ccccc1	-2.8	1.76	1.73
COc1ccc(-c2nc(CS(=O)CC(=O)NCc3cccnc3)c(C)o2)cc1OC (stereo not drawn)	.	1.82	1.76
COc1ccc(C)c2sc(=NC(=O)C(C)C)n(C)c12	.	-1.15	-0.91
CC(=O)Nc1ccc(NC(=O)C(C)n2nc(C)c([N+](=O)[O-])c2C)cc1 (stereo not drawn)	15.8	.	.
COc1ccc(C2CC(=O)C3=C(C2)Nc2ncnn2C3c2ccccc2)cc1 (stereo not drawn)	-31.4	1.47	1.84
CCN(CC)CCCNC(=O)c1ccc(N2CCCCC2)c(NS(=O)(=O)c2ccc(C)cc2)c1	-64.3	.	.
O=C(O)c1sc2cc(C(F)(F)F)cnc2c1-c1ccccc1	25.0	0.76	0.27
Cc1ccn2c(/C=N/OCc3ccc(F)cc3)c(-c3ccc(Cl)cc3)nc2c1	41.9	-1.17	-0.18
O=C(Nc1ccccc1Cl)N1CCN(Cc2ccc3c(c2)OCO3)CC1	-18.8	.	.
Cc1ccc(OCC(=O)Nc2ccc(C)c(S(=O)(=O)N3CCCCC3)c2)c([N+](=O)[O-])n1	.	-0.54	-1.18
O=S(=O)(Nc1ccccn1)c1ccc(C2CCCCC2)cc1	-23.1	-0.27	1.05
O=C(CSc1nnc(Cn2nnc3ccccc32)o1)Nc1ccc(Cl)cc1	18.8	0.9	1.45
CCC(=O)N/N=C(\C)CC(=O)Nc1cc(Cl)ccc1C	.	0.27	-0.07
CCOC(=O)C1=C(C)NC(=S)N(C(C)=O)C1c1ccccc1 (stereo not drawn)	-33.3	0.96	1.63
CCCCn1c(N)c(Sc2ccc(Cl)cc2)c(=O)[nH]c1=O	-3.9	1.22	-0.34
CC(C)C1Cc2c(sc3[nH]c(=S)n(Cc4ccccc4)c(=O)c23)CO1 (stereo not drawn)	24.1	-2.14	-1.5
CN(c1ccccc1C(=O)Nc1ccc2c(c1)OCCO2)S(C)(=O)=O	2.9	-0.05	-0.67
CCCn1cc2c(c1-c1cccc(C)c1)c(=O)n(C)c(=O)n2C	15.4	0.84	1.46
COc1ccc(CC(=O)N/N=C(\C)c2ccccn2)cc1	0.0	0.31	0.65
COc1c(O)ccc(/C=C(\C#N)c2nc3ccccc3[nH]2)c1[N+](=O)[O-]	.	0.54	0.37
Cc1cccc(C(=O)Nc2cc(OCc3cccc(F)c3)c(Cl)cc2Cl)c1	20.0	-0.81	0.53
O=C(NC1CCCC1)C(c1ccncc1)N(Cc1ccco1)C(=O)c1ccc(-c2ccccc2)[nH]1 (stereo not drawn)	-53.9	.	.
COc1ccc(NC(=O)c2cc3c(s2)CCC3)cc1S(=O)(=O)N1CCOCC1	.	0.23	0.57
CCOC(=O)C1CCN(C(=O)Cc2c(C(=O)O)n(C)c3ccccc23)CC1	45.0	0.04	0.07
COc1ccc(C)c2sc(NC(=O)C3=COCCO3)nc12	.	0.48	0.47

Screening results: PubChem BioAssay, several laboratories
